Screening data from PubChem BioAssay.
MCF10A rereplic: A quantitative high throughput screen for small molecules that induce DNA re-replication in MCF 10a normal breast cells; Potency, µM (top dose mostly 46.1 µM), for inactives: at the top dose activity, positive = re-replication, usual class: activators; 350,000 tested, 2.9% active; MCF 10A DNA re-replication, Hoechst nuclear intensity, 48 h; note: potency is the fitted concentration of half-maximal effect; % of control where 0% means no effect; nearly all actives have a fitted effect of over 50% in size
HT1080 IDH1KD tx: qHTS for induction of synthetic lethality in tumor cells producing 2HG: qHTS for the HT-1080-IDH1KD cell line | Potency, µM (series often up to 46.1 µM), for inactives: at the highest dose activity, negative = toxicity, actives largely listed as cytotoxic | AID 686971, 2013 | HT-1080 IDH1 knockdown viability, ATP luminescence, 48 h | 360,000 tested, 2% active;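 note: potency is the fitted concentration of half-maximal effect; 0% = DMSO wells and -100% = cell-free medium wells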
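After a 2 h attachment period, IDH1KD HT-1080 cells took pin-transferred compound for 48 h at 37 °C; ATP-based luminescence after 10 min room-temperature reagent incubation reported viability.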
HT1080-NT tox: qHTS for induction of synthetic lethality in tumor cells producing 2HG: qHTS for the HT-1080-NT fibrosarcoma cell line; 360,000 tested, 1.6% active; Potency, µM (highest dose often 46.1 µM), for inactives: at the top dose activity, negative = less viability, usual class: cytotoxic; AID 686970, 2013; HT-1080-NT fibrosarcoma viability, CellTiter-Glo ATP luminescence, 48 h;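 note: NT is the 2HG producing partner of a matched IDH1 knockdown line; potency is the fitted concentration of half-maximal effect; 0% = DMSO-treated cells and -100% = media-only wells without cells; nearly all actives have a fitted effect of over 55% in size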
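Read-out is CellTiter-Glo luminescence after 10 minutes at room temperature, following 48 hours' compound treatment of HT-1080-NT cells (750 cells/well, RPMI, 5% FBS, 37 degrees C).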
ATXN2 expr inh: Primary qHTS for Inhibitors of ATXN expression. 360,000 tested, 0.72% active. AID 1745845, 2022. HEK-293 ATXN2-luciferase reporter, luminescence, 24 h. Potency, µM (doses to about 57 µM), for inactives: top-dose activity change, negative = inhibition, actives largely listed as inhibitors; note: potency is the fitted concentration of half-maximal effect; % is set by controls: 0 for no effect and ±100 for the full control effect; nearly all actives have a fitted effect of over 55% in size
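qHTS (up to 57 uM final) was run with 24 h compound exposure of reporter cells at 37 °C. Each well was multiplexed: SteadyGlo luminescence measured ATXN2-luciferase expression after a fluorogenic Gly-Phe-AFC viability readout (25 uM final).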
IL-1B inflam inh: qHTS for Inhibitors of Inflammasome Signaling: IL-1-beta AlphaLISA Primary Screen. THP-1 LPS/ATP IL-1B secretion, AlphaLISA, 16 h; active compounds read low. activity change, % at 57.5 µM. 360,000 tested, 4.7% active. AID 743279, 2014; in the data active = activity change below about -50%; inconclusive = mostly about -30% to -49%; note: % is set by controls: 0 for no effect and ±100 for the full control effect
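Secreted IL-1B measured by AlphaLISA bead assay after 16 h compound exposure of THP-1 cells; compounds (final up to 57.5 uM) added 1 h before LPS (250 ng/mL) and ATP (1.25 mM) stimulation; lower signal means less secretion.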
SW480 rerep: A quantitative high throughput screen for small molecules that induce DNA re-replication in SW480 colon adenocarcinoma cells; Potency, µM (top dose mostly 46.1 µM), without a hit: at the top dose re-replication activation, actives largely listed as activators; SW480 DNA re-replication, Hoechst DNA content imaging, 48 h; 340,000 tested, 1.8% active; AID 624297, 2012; note: potency is the fitted concentration of half-maximal effect; % of control where 0% means no effect; nearly all actives have a fitted effect of over 55% in size
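Treated cells incubate 48 hr (37 C, 5% CO2), are stained 40 min with Hoechst, and nuclear fluorescence is enumerated; a rise in nuclei with high DNA signal marks re-replication.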
HepG2 tox: qHTS for Inhibitors of TGF-b: Cytotox Counterscreen; HepG2 CAGA-GFP viability, ATP luminescence, 18 h; Potency, µM (series often up to 46.1 µM), inactives show top-dose activity change, negative = cytotoxicity, actives largely listed as cytotoxic; 410,000 tested, 0.76% active; AID 588856, 2011; note: potency is the fitted concentration of half-maximal effect; some results filed as inactive show a strong effect at the top dose
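CellTiter-Glo luminescence gave cytotoxicity after 18 hours at 37 degrees C. The cells were HepG2 CAGA-GFP in 1% FBS DMEM, stimulated with 500 pg/mL TGF-beta after compound addition. %Activity was normalised to no-cell wells (complete cell-killing) and DMSO (no toxicity), and curves were fitted and classified.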
KB-3-1 cytotox: qHTS assay for MDR1-selective chemotherapeutics: Primary screen using the parental adenocarcinoma cell KB-3-1; AID 1347075, 2019; Potency, µM (highest dose often 46.1 µM), for the others: top-dose activity change, negative = cytotoxic, actives largely listed as cytotoxic; 400,000 tested, 1.4% active; KB-3-1 viability, CellTiter-Glo ATP luminescence, 72 h; note: potency is the fitted concentration of half-maximal effect; % is set by controls: 0 for no effect and ±100 for the full control effect; nearly all actives have a fitted effect of over 60% in size
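KB-3-1 cells, DMEM (no phenol red) + 10% FBS; compound by pin transfer, 72 h, 37 °C. Readout: CellTiter-Glo luminescence after 10 min. Data normalized, curve-fitted.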
S2 tox: Viability Counterscreen for Primary qHTS for Inhibitors of ATXN expression; S2 cells (HEK-293 line with an ATXN2-luciferase reporter) viability, CellTiter-Fluor protease fluorescence, 24 h; Potency, µM (series often up to 56.7 µM), usual class: cytotoxic; 400,000 tested, 0.49% active; note: potency is the fitted concentration of half-maximal effect; nearly all actives have a fitted effect of over 40% in size
* = called active by the depositor; i = inactive; u = inconclusive; x = no result given; [ ] = another dose, or the depositor's remark. Unless noted, calls come from the whole dose curve; as a rule, active = well fitted curve in the direction sought with a large enough effect; inconclusive = small, poorly fitted or top-dose-only effect, or another doubt; inactive = no such curve, though single readings can be large; an effect the other way counts as inactive or inconclusive.

SMILES | MCF10A rereplic | HT1080 IDH1KD tx | HT1080-NT tox | ATXN2 expr inh | IL-1B inflam inh | SW480 rerep | HepG2 tox | KB-3-1 cytotox | S2 tox
O=C(COC(=O)CCC(=O)c1ccc(F)cc1)Nc1ccc(F)cc1F | -6% | 11% | 7% | -13% | 0 | -4% | 4% | -3% | i
Cc1ccc(-n2c(SCC(=O)NCC3CCCO3)nnc2-c2ccoc2C)cc1 (stereo not given) | -2% | 15% | 7% | 4% | 3 | -6% | 0% | 0% | i
CN(C)CCCn1c2c(c(SCC(=O)Nc3cccc4ccccc34)nc1=O)CCC2 | -2% | -19% | -6% | 7% | -24 | -368%[inhibitor] | -1% | -2% | i
O=C(c1ccc2c(c1)OCO2)C1CCCN(Cc2cccn2-c2cccnc2)C1 (stereo not given) | 5% | -23% | -14% | -24% | u | -2% | -22% | -14% | i
CCCC(=O)Nc1sc2c(c1C(=O)OCC)CC(C)(C)OC2 | -5% | 2% | -1% | -1% | 26 | -5% | 0% | -11% | i
Cc1cc(OC(=O)c2ccccc2Cl)c([N+](=O)[O-])c(=O)[nH]1 | -1% | -9% | -2% | -7% | 5 | -2% | 4% | -12% | i
CNC(=O)C(C)Sc1ccc(S(=O)(=O)N2CCOCC2)cn1 (stereo not given) | 3% | -5% | 1% | -16% | -6 | -4% | 6% | 0% | i
CN1CCN(C(=O)c2cnn(-c3ccccc3)c2NC(=O)c2ccccc2Cl)CC1 | -1% | 7% | -7% | 4% | 0 | 0% | -3% | 1% | i
C#CCOCCOCCOCCNc1nc(N2CCOCC2)nc(N2CCN(C(=O)[C@H]([C@@H](C)CC)n3cc(CCCCN)nn3)CC2)n1 | u | 4% | 9% | 10% | -12 | -39%[inhibitor] | 10% | 0% | i
Cc1c(C(=O)NC2CCCC2)oc2ccccc12 | 4% | -1% | 3% | 26% | -4 | u | -16% | -8% | i
O=C(NS(=O)(=O)Nc1ccc(Br)cn1)c1c[nH]c2ccccc12 | -6% | 1% | 3% | x | 27 | -5% | 13% | 5% | i
CC1Sc2n(c3ccccc3[n+]2C)N=C1c1ccccc1 (stereo not given) | 10% | 7.3µM* | -23% | -21% | -5 | -2% | -5% | 7.3µM* | i
COc1ccc(NC(=S)Nc2ccc3nsnc3c2)cc1 | 22% | u | -25% | 9% | -4 | 6% | -13% | -8% | x
COc1ccccc1NC(=S)N1CCN(Cc2ccc3c(c2)OCO3)CC1 | 0% | -4% | -3% | -11% | -2 | 4% | 10% | 0% | i
CCC1SC2=NC(C)=C(C(=O)OCCOC)C(/C=C/c3ccccc3OC)N2C1=O (stereo not given) | -1% | -19% | 7% | -5% | -9 | 8% | 3% | u | i
COc1ccc(N=Cc2ccc[nH]2)cc1 | 10% | -15% | u | 5% | -3 | -2% | 4% | -4% | i
Cc1noc(C)c1S(=O)(=O)N(C)C[C@H]1Oc2ccc(NC(=O)C3CCCCC3)cc2C(=O)N([C@H](C)CO)C[C@@H]1C | 27% | 9% | 16% | 6% | 0 | -2% | 0% | 15% | i
Cc1ccc2c(C)ccc(O)c2n1 | 21µM* | -2% | 0% | -27% | -18 | 0% | -6% | u | i
O=C(O)CCn1c(=O)c2ccccc2c2ccccc2c1=O | 1% | 7% | 8% | 5% | 5 | 0%[9.22 µM] | 2% | 2% | i
CNc1ccc(OC)cc1-n1cnc(-c2ccc([N+](=O)[O-])cc2)c1 | -8% | -21% | -15% | 4% | 24 | 18% | -15% | -2% | i
Cc1cc(C)c(NC(=S)NC(CO)(CO)CO)c(C)c1 | -8% | 11% | 0% | -7% | -1 | 2%[9.22 µM] | 2% | 1% | i
Cc1ccc(OCC(=O)NCc2ccccn2)cc1 | -1% | 12% | 13% | 8% | 16 | 3%[9.22 µM] | 11% | 3% | i
FC(F)(F)c1ccc(-c2nc3ccccc3s2)cc1 | x | 10% | 6% | 20% | 19 | x | -24% | 0% | i
C[C@@H]1COC(=O)[C@@H](Cc2ccc(F)cc2)CC/C=C\C[C@@H](CC(=O)NCCO)C(=O)N1 | 2% | 8% | 12% | 1% | 15 | -12% | 2% | 0% | i
NC(=O)[C@@H]1CC2(CC(c3cccc(NC(=O)COc4ccc(Cl)cc4)c3)=NO2)CN1C(=O)COc1ccc(Cl)cc1 (stereo not given in full) | 13% | u | u | u | -55* | u | 0% | u | u
CCCCc1ccc(N2C(=O)[C@@H]3C(CC(N)=O)NC4(C(=O)Nc5ccc(F)cc54)[C@@H]3C2=O)cc1 (stereo not given in full) | 4% | u | 0%[9.24 µM] | -5% | -15 | -1% | 0% | 6% | i
CCOC(=O)[C@]12CCC=C1N(CCC1=CCCCC1)C(=O)[C@H](CC(=O)NCCC(C)C)C2 | x | -15% | 5% | 0% | 0 | x | x | 18% | i
COc1ccc(C2CN=NC23CCCc2ccccc2C3=O)cc1 (stereo not given) | 18µM* | u | u | -21% | 7 | 18µM* | -18% | u | u
Cc1ccc(NC(=O)Cc2n[nH]c(=O)c3ccccc23)cc1S(=O)(=O)N1CCCCCC1 | 1% | -9% | -2% | -12% | -9 | -8% | -21% | u | u
O=C(NCc1ccco1)C1CCCN1C(=O)Nc1cccc(Cl)c1 (stereo not given) | 15% | -4% | -2% | -22% | 12 | -2% | -8% | 5% | i

4 compounds drawn at random from the list so far, as already listed:
SMILES | MCF10A rereplic | HT1080 IDH1KD tx | HT1080-NT tox | ATXN2 expr inh | IL-1B inflam inh | SW480 rerep | HepG2 tox | KB-3-1 cytotox | S2 tox
Cc1cc(OC(=O)c2ccccc2Cl)c([N+](=O)[O-])c(=O)[nH]1 | -1% | -9% | -2% | -7% | 5 | -2% | 4% | -12% | i
C[C@@H]1COC(=O)[C@@H](Cc2ccc(F)cc2)CC/C=C\C[C@@H](CC(=O)NCCO)C(=O)N1 | 2% | 8% | 12% | 1% | 15 | -12% | 2% | 0% | i
CCOC(=O)[C@]12CCC=C1N(CCC1=CCCCC1)C(=O)[C@H](CC(=O)NCCC(C)C)C2 | x | -15% | 5% | 0% | 0 | x | x | 18% | i
CC1Sc2n(c3ccccc3[n+]2C)N=C1c1ccccc1 (stereo not given) | 10% | 7.3µM* | -23% | -21% | -5 | -2% | -5% | 7.3µM* | i

Next section.
SMILES | MCF10A rereplic | HT1080 IDH1KD tx | HT1080-NT tox | ATXN2 expr inh | IL-1B inflam inh | SW480 rerep | HepG2 tox | KB-3-1 cytotox | S2 tox
COc1ccccc1C(=O)NCCC(=O)NC(C)CCc1ccccc1 (stereo not given) | 2% | 0% | 7% | -6% | 12 | -7% | -5% | 16% | i
Cc1cc(S(=O)(=O)N2CCN(CC(=O)NC(C)(C#N)C3CC3)CC2)ccc1Br (stereo not given) | u | 5% | 3% | 2% | -2 | -36%[inhibitor] | -2% | 9% | i
CNS(=O)(=O)c1cc(NC(=O)c2cnc(SC)n2-c2ccccc2)ccc1C | 0% | 5% | 2% | 7% | -2 | -1% | -15% | 9% | i
Clc1cccc(CSc2nnc([C@@H]3CCCN3)o2)c1 | 8% | -14% | -4% | -11% | 0 | -1% | -23% | 0% | i
COc1ccc(-c2nc(CSCC(=O)NC3CCCC3)c(C)o2)cc1OC | -4% | 8% | 7% | -12% | 2 | -13% | -42% | -18% | i
NC(=O)N/N=C/c1cn(-c2ccccc2)nc1-c1ccccc1 | -5% | u | u | 67%[activator] | u | -1% | -25% | u | i
CCOc1ccccc1C(=O)NC(C(=O)NCc1ccccc1OC)C(C)C (stereo not given) | 21% | 8% | 9% | x | 13 | -46%[inhibitor] | 2% | -8% | i
COc1ccc([C@@H]2CC=C(C(=O)O)CN2S(=O)(=O)c2ccc(C)cc2)cc1OC | u | 10% | 11% | -6% | 23 | -4% | 11% | 42% | i
Cc1ccc(C(=O)N/C(=C\c2cn(S(=O)(=O)N(C)C)c3ccccc23)C(=O)N2CCCC2)cc1 | -2% | -6% | -9% | 7% | -18 | 5% | 10% | 18% | i
O=S(=O)(c1cccc2cccnc12)N1CCCc2ccccc21 | 16% | -20% | 0% | 5% | 45 | -5% | -4% | -29% | i
CCC(=O)N/N=C/c1ccc(OS(=O)(=O)c2ccccc2)cc1 | -4% | 6% | 10% | 8% | -7 | -39%[inhibitor] | -15% | 6% | i
O=C(COC(=O)CCc1nc2ccccc2s1)NCc1ccco1 | 0% | 15% | 19% | -22% | -1 | -4% | 8% | 2% | i
Cc1nc(-c2ccccc2)sc1C1(C)CC(c2cccc([N+](=O)[O-])c2)=NO1 (stereo not given) | 1% | 3% | -2% | 5% | -9 | 0%[9.22 µM] | -22% | 21% | i
Cn1c(=O)cc(SCC(=O)N2CCN(c3ccccn3)CC2)c2ccccc21 | u | -3% | 1% | 28% | -50* | 0% | -22% | 14% | i
COCCNC(=O)c1cn(C)c2ccc(S(=O)(=O)N(C)C3CCCCC3)cc2c1=O | 11% | 0% | -14% | -21% | -26 | -12% | -27% | u | i
NC(=O)c1ccc(NC(=O)COC(=O)C2CC(=O)N(Cc3ccccc3)C2)cc1 (stereo not given) | 1% | 7% | 10% | 2% | 33 | -2% | 0% | 12% | i
Cc1cccc(-n2c(C)cc(/C=N\NC(=O)c3cccs3)c2C)c1 | u | u | -18% | 50%[activator] | -9 | 1% | -18% | u | i
COc1ccc(N(C(=O)c2snc(C(N)=O)c2N)C(C(=O)NCC2CCCO2)c2ccc(C)o2)cc1OC (stereo not given) | -1% | 6% | -1% | -4% | 5 | u | -12% | 0% | i
